# RMI FANCM FP = RMI-FANCM interaction inhibition; Fluorescence polarization, RMI core complex with F-MM2 peptide; hits give low values; FP signal (polarization) at 33 µM; 70,000 tested, 0.58% active; in the data active = FP signal below about 40; also: inactives centre near 61; strong numbers were not always called active; unit not given here
# * marks the source's active call; other numbers are inactive results; & = joins results of further samples. An excerpt; rates above refer to the full screens.
SMILES,RMI FANCM FP
CCOC(=O)c1cnn(-c2ncnc3sc4c(c23)CCCC4)c1N,56
CCn1c(=NC(=O)c2ccnn2C)sc2cc3c(cc21)OCO3,70
CCCCOC(=O)Nc1cc(C)c(Cl)cc1OC,65
Fc1ccc2nc(NCCN3CCOCC3)sc2c1,68
CC(=O)N1CCc2ccc(NC(=O)c3ccco3)cc21,67
CCc1ccc(S(=O)(=O)NCCOc2ccccc2)s1,62
CS(=O)(=O)N1CCCC(C(=O)Nc2ccc(F)cc2F)C1 (configuration not stated),65
CCNc1nc(NCC)n2c(SCC(=O)Nc3ccccc3F)nnc2n1,56
O=C(Cc1cc(=O)[nH]c(SCc2ccccc2)n1)NCCc1ccccc1,64
O=C(Nc1nccs1)c1ccc2nc(-c3ccccc3)c(-c3ccccc3)nc2c1,59
O=C(NCC1COC2(CCCC2)O1)c1ccc([N+](=O)[O-])cc1Cl (configuration not stated),54
COc1ccc(OC)c2sc(NC(=O)C3CCN(S(=O)(=O)c4cccs4)CC3)nc12,56
O=C(CCNS(=O)(=O)c1ccc(Br)cc1)NC1CCCC1,58
O=C(NCC1CCN(C2CCCC2)CC1)C1CC1,70
COc1ccc2[nH]cc(CCNc3ccc(S(=O)(=O)C(C)(C)C)nn3)c2c1,65
CCOC(=O)C1=C(C)NC(C)=C(C(=O)OC)C1c1cccc(Cl)c1Cl (configuration not stated),59&70&55
CC(C)C(=O)Nc1ccc(SCC(=O)Nc2nc3ccccc3s2)nn1,79
CCN(CC)CCNC(=O)c1ccc(-c2ccccc2)cc1,84
COC(=O)CSCC(=O)Nc1ccccc1C(F)(F)F,58
Cc1cc(NS(=O)(=O)c2ccc(NS(=O)(=O)c3ccc(Cl)cc3)cc2)no1,56
CCN1C(=O)Cc2cc(NS(=O)(=O)c3ccc(OC)c(OC)c3)ccc21,70
CCc1ccccc1NC(=O)c1ccc(=O)n(Cc2ccc(F)cc2)n1,62
O=C(O)CCCSc1ccc(Cl)cc1,69
CSCc1nnc(NC(=O)c2ccc(S(=O)(=O)N3CCC(C)CC3)cc2)o1,60
O=C(/C=C/c1cccs1)Nc1nc(-c2cc3ccccc3o2)cs1,155
Cc1ccc(SCC(=O)N2CCCCC2)cc1,56
CCOc1ccc(CC(=O)Nc2nc(-c3ccccc3)c(C(=O)c3ccccc3)s2)cc1,65
Cc1ccc(S(=O)(=O)Nc2ccccc2C(=O)Nc2nc(-c3cccs3)cs2)cc1,58
NC(=O)C1(N2CCCCC2)CCN(C(=O)CSCC(=O)O)CC1,61
Cc1cc(-c2nnc(NC(=O)c3sc4ccccc4c3Cl)o2)n(C)n1,67

# Reprinted at random: 2 entries already listed, in no set order.
SMILES,RMI FANCM FP
O=C(/C=C/c1cccs1)Nc1nc(-c2cc3ccccc3o2)cs1,155
COC(=O)CSCC(=O)Nc1ccccc1C(F)(F)F,58

# Remaining list, next part.
SMILES,RMI FANCM FP
Cc1cc(C)nc(SCc2nc3ccccn3c2Br)n1,62
COc1ccc(CC(=O)Nc2cc(-c3cccs3)nn2-c2nc(C)c(C)c(=O)[nH]2)cc1,61
Cc1cc(SCC(=O)NN)c(C)cc1Cl,61
COc1ccc2c3c([nH]c2c1)[C@H]1C[C@H]2[C@H](C[C@@H](O)[C@H](OC)[C@H]2C(=O)O)CN1CC3,57
Cc1ccc(C(=O)CSc2nccn(-c3ccc(Cl)cc3)c2=O)c(C)c1,78
COc1ccc(C(=O)n2cnc3ccccc32)cc1I,57
O=C(COc1ccc(SC(F)(F)F)cc1)NNC(=S)Nc1ccc(F)cc1,55
Cc1cccc(Cn2c(=O)c3c(N4CCN(C(=O)c5ccco5)CC4)ccnc3n(C)c2=O)c1,64
Cn1c(=NC(=O)CCS(=O)(=O)c2ccc(F)cc2)sc2c(Cl)ccc(Cl)c21,56
COc1ccc(C2=NN(C(=O)c3ccc(Nc4nc(-c5ccccc5)c5cc(Cl)ccc5n4)cc3)C(c3ccccc3)C2)cc1 (configuration not stated),59
COC(OC)c1cc(=O)[nH]c(SCC(=O)Nc2ccc(C(F)(F)F)cc2)n1,62
c1ccc(C2CN3CCSC3=N2)cc1 (configuration not stated),57&62
Cc1onc(-c2ccccc2)c1CNC(=O)NC1CCN(C(=O)OCc2ccccc2)CC1,57
O=C(Nc1nnc2n1CCS2)c1c(F)cccc1F,57
Nc1ccc(-c2nc3ccccc3s2)c(O)c1,67
CCc1ccccc1NC(=O)CSc1nc2c(sc(=S)n2-c2ccc(Cl)cc2)c(=O)[nH]1,59
CC(=O)N1CCN(S(=O)(=O)CCCOc2ccc3c(c2)OCO3)CC1,62
O=C(NCC1CCCN1S(=O)(=O)c1cccs1)c1ccc([N+](=O)[O-])cc1 (configuration not stated),50
Cc1cc(NC(=O)CSCc2ccccc2)no1,56
CS(=O)(=O)c1ccc2nc(N(Cc3cccnc3)C(=O)c3ccc(F)cc3)sc2c1,65
COc1cc2c3cc1Oc1cc(ccc1O)C[C@@H]1c4c(cc(OC)c(O)c4Oc4ccc(cc4)C[C@@H]3N(C)CC2)CC[N+]1(C)C,60
CCCCCC1C(=O)CCC1CC(=O)OC (configuration not stated),51
NNC(=O)CCCc1nc2ccccc2s1,58
O=[N+]([O-])CC12OC3C4C5CC(C6C5C3C61)C42 (configuration not stated),53
COc1ccc(C)cc1NC(=O)C(=O)NCC(c1ccc2c(c1)CCN2C)N(C)C (configuration not stated),69
CCOc1ccc(N2CC(NC(=O)NC3CCCCC3C)CC2=O)cc1 (configuration not stated),58
CN(C)c1ccc(C(CNC(=O)C2CC2)N(C)C)cc1 (configuration not stated),59
CCOC(=O)c1cn[nH]c1S(=O)(=O)N1CCN(c2ccc(C)cc2C)CC1,60
Cc1nc(C(F)(F)F)ccc1C#N,54
O=C(Cc1cccc2ccccc12)Nc1nc(-c2ccc(Br)s2)cs1,43
COC(=O)c1nn(-c2ccc(OC)cc2)c(=O)c2c(N)sc(C)c12,53
CN(C)CCN(Cc1ccc(Cl)cc1)c1ccccn1,55
CS(=O)(=O)c1ccc(Nc2nc(C(=O)NCc3ccc4c(c3)OCO4)cs2)cc1,66
CCOC(=O)C1CCN(S(=O)(=O)c2c(C)n(C)c(=O)n(C)c2=O)CC1,55
Cc1c2n(c3ccccc13)CC/C2=N/O,58
COc1ccc(CCNC(=O)CSc2nnc(NC(=O)CC(C)C)s2)cc1OC,58
N#Cc1c2c(c(Nc3ccc(Cl)cc3)n3c1nc1ccccc13)CCC2,49
Cc1cccc(NC(=O)C2(c3cccs3)CCCC2)c1C,58
COc1ccc(S(=O)(=O)Nc2ccc3c(c2)CN(C(=O)C2CC2)CC3)cc1Cl,64
CCCOc1nn(CCC)cc1C(=O)Nc1ccc(C)c(F)c1,55
CSc1cccc2sc(NC(=O)c3ccc([N+](=O)[O-])s3)nc12,60
COc1ccc(NC(=O)c2ccc(I)o2)cc1,63
O=C(CCCn1nc(-c2ccccc2)ccc1=O)Nc1nc2ccccc2s1,72
O=C(Nc1ccc2c(c1)N(C(=O)C1CCCO1)CC2)C1CCCC1 (configuration not stated),64
CCC1CCCCN1Cc1nc2c(c(=O)n(C)c(=O)n2C)n1CCN1CCOCC1 (configuration not stated),55
Cc1cc(S(=O)(=O)Cc2ccc(NC(=O)C(Cl)(Cl)Cl)cc2)c(C)cc1Cl,60
O=C(COC(=O)c1ccco1)c1ccc(Cl)cc1,58
CCCCOc1ccc(C(=O)NCC(=O)NNC(=S)Nc2ccc(Cl)c(Cl)c2)cc1,55
CC(OC(=O)c1cccc(Cl)c1)c1ccc[n+](C)c1 (configuration not stated),53
O=C(CSc1nc2ccccc2o1)NCCSCc1ccco1,58
Cc1cc(=O)[nH]c(O)c1C(=O)O,57
CCc1ccc(-n2nnnc2/C(=C/N(C)C)C(C)=O)cc1,59
COc1ccc2c(CC(=O)NCC3CCCO3)cc(=O)oc2c1 (configuration not stated),66
COc1ccc(S(=O)(=O)c2c(N)n(/N=C\c3ccco3)c3nc4ccccc4nc23)cc1,53
O=C(Nc1ccccc1SCCS(=O)(=O)c1ccc(Cl)cc1)c1ccccc1Cl,50
CC(C)(C)S(=O)(=O)/C(C#N)=C/c1ccsc1,57
O=C(CSc1ccc2nnc(-c3cccnc3)n2n1)NCC1CCCO1 (configuration not stated),59
NC(=O)C1=CN(C2OC(COP(=O)(O)OP(=O)(O)OC[C@H]3O[C@@H](n4cnc5c(N)ncnc54)C(OP(=O)(O)O)[C@H]3O)C(O)C2O)C=CC1 (some centres not stated),57
O=C(Cn1cc(S(=O)(=O)c2ccccc2)c2ccccc21)NCc1ccco1,55
O=S1(=O)CCC(NS(=O)(=O)c2ccc3c(c2)CCO3)C1 (configuration not stated),58

# The list goes on.
SMILES,RMI FANCM FP
O=C(Nc1cc(F)ccc1F)N1CCN(c2ccc(-c3ccc4c(c3)OCO4)nn2)CC1,123
Cc1ccccc1Cn1c(CCCO)nc2ccccc21,59
O=C(Nc1cccc(-c2ccc3nnc(-c4ccncc4)n3n2)c1)c1ccc2ccccc2c1,67
Cc1nc2ccccc2nc1SCC(=O)N1CCC(C)CC1,65
O=C(NCCn1ncc2c(N3CCN(c4ncccn4)CC3)ncnc21)c1c(F)cccc1Cl,67
CCN1C(=O)c2cc(NC(=O)COc3ccc(Cl)cc3)ccc2Oc2ccccc21,60
COc1ccc(Cl)cc1NC(=O)NCCCn1nc(-c2ccc(F)cc2)ccc1=O,68
Cc1c(O)c2cnn(-c3ccccc3)c2[nH]c1=O,53
CCOc1ccc(-c2ccc(=O)n(CCCC(=O)Nc3cc(Cl)ccc3OC)n2)cc1,69
CC(C)(C)C(=O)Nc1ccc(C(=O)NCCNS(=O)(=O)c2ccc(Cl)s2)cc1,63
Cc1cccc(NC(=O)Nc2ccc(S(N)(=O)=O)cc2)c1,55
CC(O)c1nc2ccccc2[nH]1 (configuration not stated),59
COc1ccc(C(CN2CCOCC2)c2nc(-c3ccccc3)nn(CN3CCOCC3)c2=O)cc1 (configuration not stated),52&52
COc1cc(S(=O)(=O)NC(C)C)ccc1F,58
O=C(NCC(c1cccc2ccccc12)N1CCOCC1)C(=O)Nc1ccc(F)c(Cl)c1 (configuration not stated),55
COc1ccc(S(=O)(=O)NCC2CCN(C3CCCC3)CC2)c(OC)c1,75
OC[C@@H](O)C(O)[C@H](O)CO,53
O=S(=O)(NCCN1CCN(c2ccccc2)CC1)c1ccc2ccccc2c1,63
COc1ccc(C(=O)Nc2cccc(-c3cn4c(C)csc4n3)c2)cc1,84
Cc1ccc(/C=C/S(=O)(=O)NCCCn2nc(-c3ccc(Cl)cc3)ccc2=O)cc1,62
O=C(c1ccc(F)cc1F)N1CCN(c2ccc3nnc(C4CC4)n3n2)CC1,61
O=c1c2nc(N3CCOCC3)sc2c(-c2cccs2)nn1Cc1ccc(Cl)c(Cl)c1,64
CSc1ccccc1C(=O)Nc1sc2c(c1C(N)=O)CCN(C(C)=O)C2,61
CC1=Cn2c(=O)c3ccccc3c(=O)n2C1,55
CCOC(=O)NNC(=S)Nc1ccccc1N1CCOCC1,52
O=C(O)COCC(=O)NCc1csc2ccc(Cl)cc12,53
OC(CNCCc1cccs1)COc1ccccc1 (configuration not stated),59
CCC(=O)N1CCCc2ccccc21,54
CCCn1c(=NC(=O)c2ccc(Cl)s2)sc2cccc(OCC)c21,66
CCOC(=O)c1cn[nH]c1S(=O)(=O)Nc1cccc(C(C)=O)c1,60
Cc1cc(C(=O)Nc2cccnc2)no1,58
Cc1ccc(Cn2c(SCC(=O)Nc3ccc(C)cc3)nc3c(sc4ncccc43)c2=O)cc1,137
CCOc1ccc(-n2c(SCc3nc(-c4ccccc4C)no3)nc3ccsc3c2=O)cc1,75
CSc1nc2ccc(NC(=O)c3ccc([N+](=O)[O-])o3)cc2s1,36
COc1ccc(CNC(=O)C(=O)NCC2CCN(Cc3cccs3)CC2)cc1,76
Cc1ccc(NC(=O)CSc2nc3c(sc(=S)n3-c3ccccc3C)c(=O)[nH]2)cc1F,59
O=C(O)c1nccnc1C(=O)OCCCc1ccncc1,58
Cc1ccc(N2C(=O)c3ccc(C(=O)N4CCN(c5ccccc5F)CC4)cc3C2=O)cc1,87
COc1ccc(Nc2nc(Nc3ccccc3)c3nccnc3n2)cc1Cl,62
CCOCCOC(=O)C(C)Oc1ccc(Oc2ncc(Cl)cc2Cl)cc1 (configuration not stated),56
O=C(NCc1ccc2[nH]c3c(c2c1)CCCC3)NC1CCCCC1,44
COc1cccc(S(=O)(=O)Nc2ccccc2OC)c1,58
COc1cc(-c2noc(CSc3nc4ccccc4c(=O)n3CCC(C)C)n2)cc(OC)c1OC,76
Cc1ccc(F)cc1NC(=O)Cn1cnc2c(sc3cccc(Cl)c32)c1=O,67
Cc1csc(NC(=O)c2ccc(=O)n(Cc3cccc(F)c3)n2)n1,62
CSC(=NS(=O)(=O)c1cc(C(F)(F)F)cc(C(F)(F)F)c1)N1CCOCC1,52

# 20 successive compounds out of the list so far:
SMILES,RMI FANCM FP
OC(CNCCc1cccs1)COc1ccccc1 (configuration not stated),59
CCC(=O)N1CCCc2ccccc21,54
CCCn1c(=NC(=O)c2ccc(Cl)s2)sc2cccc(OCC)c21,66
CCOC(=O)c1cn[nH]c1S(=O)(=O)Nc1cccc(C(C)=O)c1,60
Cc1cc(C(=O)Nc2cccnc2)no1,58
Cc1ccc(Cn2c(SCC(=O)Nc3ccc(C)cc3)nc3c(sc4ncccc43)c2=O)cc1,137
CCOc1ccc(-n2c(SCc3nc(-c4ccccc4C)no3)nc3ccsc3c2=O)cc1,75
CSc1nc2ccc(NC(=O)c3ccc([N+](=O)[O-])o3)cc2s1,36
COc1ccc(CNC(=O)C(=O)NCC2CCN(Cc3cccs3)CC2)cc1,76
Cc1ccc(NC(=O)CSc2nc3c(sc(=S)n3-c3ccccc3C)c(=O)[nH]2)cc1F,59
O=C(O)c1nccnc1C(=O)OCCCc1ccncc1,58
Cc1ccc(N2C(=O)c3ccc(C(=O)N4CCN(c5ccccc5F)CC4)cc3C2=O)cc1,87
COc1ccc(Nc2nc(Nc3ccccc3)c3nccnc3n2)cc1Cl,62
CCOCCOC(=O)C(C)Oc1ccc(Oc2ncc(Cl)cc2Cl)cc1 (configuration not stated),56
O=C(NCc1ccc2[nH]c3c(c2c1)CCCC3)NC1CCCCC1,44
COc1cccc(S(=O)(=O)Nc2ccccc2OC)c1,58
COc1cc(-c2noc(CSc3nc4ccccc4c(=O)n3CCC(C)C)n2)cc(OC)c1OC,76
Cc1ccc(F)cc1NC(=O)Cn1cnc2c(sc3cccc(Cl)c32)c1=O,67
Cc1csc(NC(=O)c2ccc(=O)n(Cc3cccc(F)c3)n2)n1,62
CSC(=NS(=O)(=O)c1cc(C(F)(F)F)cc(C(F)(F)F)c1)N1CCOCC1,52

# Source: PubChem
